High-throughput results (PubChem BioAssay)
HttQ103 aggreg = qHTS Multiplex Assay to Identify Dual Action Probes in a Cell Model of Huntington: Aggregate Formation (GFP); hit rate 1.1% among 220,000; PC12 HttQ103-GFP aggregates, Acumen cytometry, 40 h; Potency, µM (doses to about 46.1 µM), inactives show at the top dose activity change, negative = inhibition, most hits filed as inhibitors; AID 1688, 2009; further: potency means the concentration at half of the fitted maximal effect; on the % scale 0 is the no-effect control and ±100 the full control effect; nearly all actives have a fitted effect of over 60% in size
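Multiplexed with ATP-based cell death, this channel scores GFP aggregates in PC12 cells expressing inducible HTTex1-Q103-GFP. Induction used 100 nM tebufenozide; compounds were tested in concentration series.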
L3MBTL1 inh = qHTS Assay for the Inhibitors of L3MBTL1; Lethal(3)malignant brain tumor-like protein 1 (Homo sapiens), Q9Y468; AlphaScreen L3MBTL1–H3K9me1 peptide binding; Potency, µM (doses to about 57.1 µM), for the others: at the highest dose activity, negative = inhibition, actives largely listed as inhibitors; hit rate 0.66% among 230,000; AID 485360, 2010; further: potency means the concentration at half of the fitted maximal effect; on the % scale 0 is the no-effect control and ±100 the full control effect; nearly all actives have a fitted effect of over 60% in size
Target sequence (Q9Y468 whole entry, looked up): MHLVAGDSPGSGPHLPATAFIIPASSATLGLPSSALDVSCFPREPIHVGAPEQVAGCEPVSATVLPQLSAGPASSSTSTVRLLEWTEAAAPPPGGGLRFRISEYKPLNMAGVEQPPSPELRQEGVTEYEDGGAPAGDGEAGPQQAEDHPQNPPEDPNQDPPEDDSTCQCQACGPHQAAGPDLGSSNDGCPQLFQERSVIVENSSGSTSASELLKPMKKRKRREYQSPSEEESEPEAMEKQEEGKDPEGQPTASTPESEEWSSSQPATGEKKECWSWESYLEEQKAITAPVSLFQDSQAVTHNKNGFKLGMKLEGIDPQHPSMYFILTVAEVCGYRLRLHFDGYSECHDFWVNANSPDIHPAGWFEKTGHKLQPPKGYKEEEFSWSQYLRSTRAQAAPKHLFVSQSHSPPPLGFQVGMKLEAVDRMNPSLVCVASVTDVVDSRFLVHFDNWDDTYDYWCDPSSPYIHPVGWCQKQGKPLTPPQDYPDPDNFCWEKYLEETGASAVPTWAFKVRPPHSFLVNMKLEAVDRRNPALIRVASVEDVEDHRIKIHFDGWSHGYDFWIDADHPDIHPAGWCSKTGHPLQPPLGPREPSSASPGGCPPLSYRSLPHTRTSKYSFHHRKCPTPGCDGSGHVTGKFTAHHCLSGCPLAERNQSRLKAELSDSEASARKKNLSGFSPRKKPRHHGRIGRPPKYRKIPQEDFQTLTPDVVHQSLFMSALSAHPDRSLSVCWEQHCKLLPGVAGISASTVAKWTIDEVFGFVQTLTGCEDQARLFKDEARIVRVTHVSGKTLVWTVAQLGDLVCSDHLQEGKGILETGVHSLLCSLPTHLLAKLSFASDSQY
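Read-out is AlphaScreen signal from streptavidin donor and nickel chelate acceptor beads (10 ug/mL final each) bridging L3MBTL1 (50 nM) and biotinylated K9-monomethylated H3(1-15) peptide (75 nM), after 30 min compound exposure at room temperature.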
CBFb RUNX1 block = qHTS Assay for Compounds Blocking the Interaction Between CBF-beta and RUNX1 for the Treatment of Acute Myeloid Leukemia. Runt-related transcription factor 1 (Homo sapiens) + Core-binding factor subunit beta …. AlphaScreen CBFb-His/RUNX1-biotin binding, biochemical. Potency, µM (top dose mostly 59.8 µM), inactives show at the top dose activity, negative = inhibition, hits mostly inhibitors. 230,000 tested, under 10 active. AID 1477, 2009; further: % of control where 0% means no effect
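His-tagged CBF-beta and biotinylated RUNX1 (30 nM each) were premixed 20 min at room temperature, exposed to compound for 15 min, then given nickel-chelate and streptavidin AlphaScreen beads (50 ng each). After 90 min, AlphaScreen signal was read.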
Epigenetic reg = Quantitative High-Throughput Screen for Regulators of Epigenetic Control | murine LDR cells, GFP reporter derepression, 30 h | Potency, µM (doses to about 53.9 µM), for inactives: top-dose GFP activation, most hits filed as activators | hit rate 0.2% among 280,000; further: potency means the concentration at half of the fitted maximal effect; % of control where 0% means no effect; nearly all actives have a fitted effect of over 60% in size
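Murine LDR cells carrying a silenced, genomically integrated CMV-driven GFP reporter were exposed to compound for 30 hours at 37 C. After PBS washes, GFP-positive cells (20–120 um objects) were counted by laser-scanning microplate cytometry.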
IMPase Li inh = qHTS Assay for Identifying the Cell-Membrane Permeable IMPase Inhibitors: Potentiation with Lithium. CHO-M1 cells, IP1 TR-FRET (IP-One), carbachol + lithium. Potency, µM (titrated, usually from 59.4 µM), for inactives: at the highest dose activity, negative = IMPase inhibition, actives largely listed as inhibitors. hit rate 0.35% among 210,000. AID 1457, 2008;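 further: IP1 builds up when IMPase is blocked and the TR-FRET signal falls; potency means the concentration at half of the fitted maximal effect; plate controls were basal vehicle for no effect and high inhibitor control for full effect; nearly all actives have a fitted effect of over 50% in size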
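Lithium-sensitised IP1 accumulation assay; M1-expressing CHO cells treated 30 min at 37C with compound. Competitive antibody detection by time-resolved FRET followed a 10 min room-temperature lysis step.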
Luc counter = Counterscreen for Luciferase (Kinase-Glo TM) Inhibition; Luciferin 4-monooxygenase (Photuris pensylvanica), Q27757; Kinase-Glo luciferase, ATP luminescence, 8 min; Potency, µM (titrated, usually from 38.3 µM), for inactives: at the top dose activity change, negative = inhibition, actives largely listed as inhibitors; hit rate 0.28% among 200,000; further: potency means the concentration at half of the fitted maximal effect; on the % scale 0 is the no-effect control and ±100 the full control effect; nearly all actives have a fitted effect of over 60% in size
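Compounds were added to a substrate mix at pH 7.2 (50 mM imidazole, 10 uM ATP, within the enzyme's linear range), followed by Kinase-Glo detection reagent; luminescence was measured after 8 minutes at ambient temperature.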
NPSR antag = qHTS Assay for Antagonists of the Neuropeptide S Receptor: cAMP Signal Transduction; hit rate 1% among 220,000; CHO-NPSR cells, cAMP TR-FRET, antagonist mode; Potency, µM (top dose mostly 38.3 µM), inactives show at the highest dose activity change, negative = inhibition, most hits filed as inhibitors; Q6W5P4; AID 1461, 2008; further: potency means the concentration at half of the fitted maximal effect; on the % scale 0 is the no-effect control and ±100 the full control effect; nearly all actives have a fitted effect of over 50% in size; many of its hits are not listed in these tables
Active calls of the source: *; ? = inconclusive; / = not tested or not shown; [ ] = dose if it differs, or a comment. The call rests on the fitted dose curve; in most records, active means well fitted curve in the direction sought with a large enough effect; inconclusive means small, poorly fitted or top-dose-only effect, or another doubt; inactive means no such curve, though single readings can be large; an effect the other way counts as inactive or inconclusive. These rows are one share of the data. The share of hits here may be higher or lower than overall.

SMILES	HttQ103 aggreg	L3MBTL1 inh	CBFb RUNX1 block	Epigenetic reg	IMPase Li inh	Luc counter	NPSR antag
O=C(NC(=S)Nc1cc(Cl)ccc1O)c1cccc(Br)c1	-11.9%[9.22 µM]	36.1%[activator]	-17.4%	12.5%	/	/	33.9%
Nc1nnc(CCC2CCCCC2)s1	3.2%	2.6%	9.6%	-0.7%	-3.1%[38.3 µM]	6.4%	-0.7%[46.1 µM]
CC(=O)[C@@H]1[C@@H]2C(=O)N(c3ccccc3F)C(=O)[C@@H]2[C@H]2c3ccccc3C=NN12	-6.3%[9.22 µM]	-3.4%	3.0%	-0.3%	/	/	5.0%[7.67 µM]
COc1ccc(C(=O)C2CCCN(Cc3ccc4nonc4c3)C2)c(OC)c1 (stereo unspecified)	?	12.9%	10.9%	0.5%	24.5%	4.3%	48.4%
O=C(Cc1ccc(NS(=O)(=O)c2ccc(F)cc2)cc1)NCc1ccccc1	-16.9%	/	0.4%	-1.7%	24.3%[38.3 µM]	0.6%	-14.2%[46.1 µM]
COc1ccc(C(C)=O)cc1COC(=O)c1cnc(Cl)c(Cl)c1	16.4%	11.4%	10.1%	4.8%	15.9%	1.5%	-30.5%
CN(C)c1ccc(CNc2ncn[nH]2)cc1	-3.3%[9.22 µM]	-10.0%	-1.4%	2.6%	0.4%	-7.7%	-14.1%
CC(C)(C)c1cc(CN2CCCCC2)cc(C(C)(C)C)c1O	-5.2%	/	0.6%	-1.9%	60.6%[activator][38.3 µM]	-5.9%	-15.0%[46.1 µM]
O=C(COC(=O)c1n[nH]c2ccccc12)Nc1ccc(Cl)cc1[N+](=O)[O-]	-17.0%[9.22 µM]	-21.5%	-22.6%	-2.1%	-4.7%	-1.0%	-5.7%
COC(=O)C1=C(C)N(Cc2ccccc2)C(=O)/C1=C\c1ccco1	3.7%[9.22 µM]	?	?	9.1%	/	/	?
Cc1nnc(SCCn2c(N3CCCC(C)C3)nc3c2c(=O)n(C)c(=O)n3C)s1 (stereo unspecified)	-5.4%	8.5%	10.6%	0.0%	4.1%[38.3 µM]	1.1%	-7.0%[46.1 µM]
CCCCN(CC)CCCNC(=S)Nc1ccc2nc3n(c(=O)c2c1)CCCCC3	-5.3%	4.0%	1.0%	-1.0%	18.5%	0.9%	23.0%
O=[N+]([O-])c1ccccc1Oc1cnc2ccccc2n1	?	-4.0%	-7.3%	6.7%	5.6%	-0.9%	-4.2%
C/C(N)=C(/C#N)C(=O)CSc1cc(C)c2cc(C)cc(C)c2n1	-13.6%[9.22 µM]	-5.3%	-5.1%	2.4%	-7.1%	-1.2%	-31.1%
O=C(Nc1cc(=O)c2ccccc2o1)N1CCOCC1	?	/	3.1%	2.3%	30.7%[38.3 µM]	2.5%	?
CCOC(=O)C(NCCc1ccccc1)(NC(=O)CC)C(F)(F)F (stereo unspecified)	-3.8%	9.7%	6.0%	0.0%	-3.0%	0.3%	-4.1%[46.1 µM]
Cc1cc(C)cc(C(=O)NC(CC(N)=O)c2ccc(NC3CCCCCC3)c([N+](=O)[O-])c2)c1 (stereo unspecified)	-4.9%[9.22 µM]	/	5.4%	-0.9%	/	/	-5.0%
Cn1ccc(C(=O)Oc2ccc(C(=O)Nc3ccc(F)cc3F)cc2)n1	-9.4%	18.0%	-4.1%	-3.2%	28.5%	-1.7%	2.4%
O=S(=O)(c1ccccc1)N1CCN(C2CCCCCCC2)CC1	-25.6%	-5.6%	-14.7%	-1.9%	17.6%[38.3 µM]	0.3%	-12.8%[46.1 µM]
O=C(NCCOCC(F)(F)C(F)F)c1cc(F)c(F)cc1Cl	-5.1%	-2.6%	4.6%	-1.1%	19.6%[38.3 µM]	-0.7%	4.9%[46.1 µM]
CCn1cc(C(=O)NCc2ccccn2)c(=O)c2cc(S(=O)(=O)N3CCCCC3)ccc21	9.6%	/	-10.3%	-5.0%	6.2%[38.3 µM]	7.4%	-9.1%[46.1 µM]
COc1ccc(S(=O)(=O)Nc2cc(C)c(O)c(S(=O)(=O)c3ccccc3)c2)cc1	-27.1%	-7.2%	-5.0%	-1.1%	4.5%[38.3 µM]	3.1%	-12.8%[46.1 µM]
CC(C)NC(=O)NC(=O)CSc1nncn1C	2.6%	/	-2.3%	-4.1%	17.9%[38.3 µM]	-3.6%	1.1%[46.1 µM]
CCN1C(=O)C(CC(=O)Nc2ccc(OC)cc2)N(CCCN2CCN(c3ccc(OC)cc3)CC2)C1=S (stereo unspecified)	10.4%	/	-19.2%	-0.8%	-6.5%	-2.1%	-30.7%
O=C(O)c1cccc(NC(=O)c2cn(-c3ccccc3)nc2-c2cc3ccccc3o2)c1	15.3%	-5.0%	-8.8%	1.1%	3.1%	3.4%	-15.5%[46.1 µM]
CCCCOc1ccc(C(=O)Nn2cnnc2)cc1	-7.7%[9.22 µM]	/	0.2%	1.6%	-14.2%[38.3 µM]	0.8%	-6.4%[46.1 µM]
CCOC(=O)c1c(N)n(CCOC(=O)c2cccs2)c2nc3ccccc3nc12	9.5%[9.22 µM]	15.8%	2.2%	-0.7%	-7.7%[38.3 µM]	-1.8%	?
O=c1cc(CO)oc(C(Nc2ccccn2)c2ccc(C(F)(F)F)cc2)c1O (stereo unspecified)	12.0%	1.7%	0.8%	-0.3%	-34.5%[38.3 µM]	0.2%	-6.4%[46.1 µM]
CCCCCCN1C2=NCCCN2c2ccccc21	-10.7%[9.22 µM]	11.3%	0.4%	-1.6%	/	/	-1.5%
CCn1c(CCNC(=O)c2ccc(Cl)cc2)nnc1SCC(=O)NC1CCCC1	-12.2%	-7.4%	6.0%	-11.7%	21.8%[38.3 µM]	-6.1%	-12.5%[46.1 µM]
Cc1cc(C)c(C)c(OC(=O)c2sc(Cl)nc2C)c1	-31.1%	29.7%	0.4%	1.1%	17.4%	0.4%	-44.3%
COc1cc(OC)c2c(-c3cccc(-c4ccc(CO)cc4)c3)cc(=O)oc2c1	/	-10.4%	-14.2%[89.1 µM]	0.0%	17.5%	3.5%[39.9 µM]	/
CCOC(=O)CSc1n[nH]c(=S)s1	-8.2%[9.22 µM]	45.1%[activator]	3.0%	-2.4%	/	/	-10.0%[7.67 µM]
O=C(Oc1c(CN2CCOCC2)cc(Cl)c2cccnc12)c1ccccc1Br	?	31.6µM*	/	?	/	/	?
N#CC1=C(N)N(c2ccccc2)C2=C(C(=O)CCC2)C1c1ccccc1 (stereo unspecified)	-2.8%	0.3%	-3.8%	1.2%	-5.4%	-2.0%	-16.0%[46.1 µM]
O=C(CSc1nc2ccc(Cl)cc2[nH]1)c1ccc2c(c1)OCO2	2.5%	-2.4%	-1.0%	-0.5%	5.3%[38.3 µM]	-1.4%	-24.2%[46.1 µM]
CSc1nc(C)nc2c1c(=O)n(C)c(=O)n2C	10.1%	/	4.6%	-0.2%	4.8%[38.3 µM]	1.1%	-9.1%[46.1 µM]
COCCNc1nc(-c2cc(C)c(C)cc2C)cs1	?	-3.2%[11.4 µM]	5.8%	-0.1%	5.6%	-0.8%	-42.9%
COc1ccc(N(CC(O)CN2C(=O)NC(C)(C)C2=O)S(=O)(=O)c2ccc(C)cc2)cc1 (stereo unspecified)	5.8%	/	1.0%	0.8%	25.8%[38.3 µM]	-1.4%	4.3%[46.1 µM]
COC(=O)c1c(C(C)=O)c(C)n(C)c1C	-6.3%[9.22 µM]	-1.8%	-3.2%	0.0%	/	/	-19.2%
Nc1nonc1C(=O)NCCNCc1ccccc1OCc1ccc(F)cc1	-16.8%	7.3%	4.6%	-1.1%	11.3%[38.3 µM]	0.7%	-6.3%[46.1 µM]
Cc1ccc2c(c1)N(CC(=O)Nc1ccc3c(c1)OCCO3)C(=O)CO2	7.5%	/	9.3%	2.3%	19.3%[38.3 µM]	5.6%	-13.6%[46.1 µM]
Cn1c(O)c(N=NC(=O)Cn2ccc(C(F)(F)F)n2)c2ccccc21	-5.6%	-2.1%	3.5%	0.1%	4.5%	-1.2%	-8.3%
Cc1csc(N(C(=O)c2ccc(S(=O)(=O)N(C)C)cc2)c2ccccc2)n1	1.5%	/	3.4%	?	-0.9%[38.3 µM]	-2.1%	-3.1%[46.1 µM]
CCOC(=O)/C(C)=N/NC(C)=O	/	/	-4.4%	0.0%	14.6%	-0.8%	/

Four compounds drawn at random from those above, as already listed:
SMILES	HttQ103 aggreg	L3MBTL1 inh	CBFb RUNX1 block	Epigenetic reg	IMPase Li inh	Luc counter	NPSR antag
COCCNc1nc(-c2cc(C)c(C)cc2C)cs1	?	-3.2%[11.4 µM]	5.8%	-0.1%	5.6%	-0.8%	-42.9%
O=C(O)c1cccc(NC(=O)c2cn(-c3ccccc3)nc2-c2cc3ccccc3o2)c1	15.3%	-5.0%	-8.8%	1.1%	3.1%	3.4%	-15.5%[46.1 µM]
O=C(NCCOCC(F)(F)C(F)F)c1cc(F)c(F)cc1Cl	-5.1%	-2.6%	4.6%	-1.1%	19.6%[38.3 µM]	-0.7%	4.9%[46.1 µM]
CCn1cc(C(=O)NCc2ccccn2)c(=O)c2cc(S(=O)(=O)N3CCCCC3)ccc21	9.6%	/	-10.3%	-5.0%	6.2%[38.3 µM]	7.4%	-9.1%[46.1 µM]

Next part
SMILES	HttQ103 aggreg	L3MBTL1 inh	CBFb RUNX1 block	Epigenetic reg	IMPase Li inh	Luc counter	NPSR antag
COc1c(C)cccc1C(=O)Nc1cc(Cl)ccc1N1CCOCC1	-7.5%	0.2%	1.9%	-1.1%	29.6%[38.3 µM]	0.0%	?
CNc1c(C(=O)O)ccc2c1C(=O)c1ccccc1C2=O	-17.3%	-15.2%	?	-2.7%	54.2%[activator]	-27.6%	-36.1%
CC(C)(C)NC(=O)CSc1nnc(CN2CCCCCC2=O)n1-c1ccccn1	-10.3%	2.6%	2.7%	-1.6%	-4.3%[38.3 µM]	13.8%	-3.3%[46.1 µM]
O=C(NC(=O)c1ccccc1O)c1ccc(C(F)(F)F)cc1	-16.5%[9.22 µM]	7.5%	8.9%	0.0%	/	/	-26.5%
COC(=O)c1cc(NCc2cccs2)ccc1N1CCOCC1	-23.4%	/	0.3%	7.1%	21.7%[38.3 µM]	-1.5%	0.0%[46.1 µM]
